Compound activity deposited in PubChem by several laboratories.
CSM14.1 death rescue = rescue of cells from ER stress-induced death, primary screen, 384-well, CSM14.1, thapsigargin, ATP luminescence (AID 1222); cellular ATP content (survival), % at 20 µM, or EC50 in µM where a hit was titrated; CSM14.1 thapsigargin-induced death rescue, ATP luminescence; higher % means a stronger effect; 190,000 tested, under 10 active;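 active means EC50 below 50 µM in the dose-response confirmation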;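 further: death triggered by thapsigargin at about 15 µM added after 2 h compound pretreatment; cell ATP read after overnight thapsigargin exposure of roughly 18 to 22 hours; normalized against plate controls of thapsigargin alone and 5% DMSO vehicle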
K1F lysis inhibition = inhibition of K1F phage lysis, E. coli UTI89, bacterial capsule biogenesis inhibitors, alamar blue (AID 488966); inhibition, % at 100 µM; hits with a dose series show IC50 in µM; 0.02% of 340,000 active; E. coli UTI89 K1F phage lysis, alamar blue, 2 h; higher % means a stronger effect;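 active means phage lysis inhibition, versus mean bacterial control, above a set limit; inconclusive means no clear call, values can overlap the other calls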;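 further: capsule biogenesis inhibitors block K1F phage lysis so surviving cells raise fluorescence; higher fluorescence means more inhibition of phage lysis; actives were called in the ten point dose series up to 300 µM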
Dengue-2 NS5 capping = Dengue-2 NS5 methyltransferase inhibitors, primary screen, biochemical, confirmation dose response (AID 588689) | Genome polyprotein (Dengue virus type 2 (strain 16681-PDK53)) | Dengue-2 NS5 methyltransferase capping enzyme assay, biochemical; higher % means a stronger effect | one-dose inhibition, % at 25 µM; IC50 in µM for titrated hits | 0.3% of 340,000 active; in the data active means a potency from the dose series; inconclusive means inhibition above about 29% without an active follow-up result
XIAP displacement = XIAP antagonists, biochemical, IAP family, fluorescence polarization (AID 1018); one-dose displacement, % at 20 µM; IC50 in µM for titrated hits; 0.007% of 200,000 active; XIAP BIR domain, fluorescence polarization peptide displacement; higher % means a stronger effect; in the data active means displacement above about 50%; further: a part of the inactive calls stands beside numbers as strong as those of hits
Yfh1-off respiration = enhancers of respiration in Yfh1-depleted yeast, dose response, Friedreich's ataxia, plus single-dose screen (AID 1465); S. cerevisiae Yfh1-off respiration, WST-1 reduction, 72 h; higher fold induction means a stronger effect; fold induction at 50 µM, or EC50 in µM where a hit was titrated; 0.074% of 220,000 active;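 active means fold induction of absorbance versus untreated yeast above a set limit, then at least 30% activation at any dose in follow-up; inconclusive means repeats straddling the limit, or above it without dose testing; inactive means fold induction below the set limit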;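 further: activators that raise dye reduction in frataxin-depleted yeast; strong numbers were not always called active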
WT yeast gro inh = growth inhibition of WT strain, primary screen, mitochondrial fusion inhibitor project, WT and mutant strains, chemical genetic | mitochondrial fusion phenotypic screen | inhibition, % at 10 µM | 2.1% of 190,000 active; in the data active means inhibition above about 58%; tested in S. cerevisiae
Large T inhibition = SV40 large T antigen inhibitors, biochemical (AID 1903). 0.39% of 310,000 active. inhibition, % at 20 µM; hits with a dose series show IC50 in µM. SV40 large T antigen ATPase/helicase inhibition assay; higher % means a stronger effect; in the data active means a potency from the dose series; inconclusive means inhibition mostly from about 32% at the one dose, without a potency; inactive means the rest, 99 in 100 with inhibition below about 32%; further: strong numbers were not always called active
RSV antiviral HEp-2 = RSV antiviral activity via CPE protection, HEp-2 cells, primary 10 µM value included (AID 2391) | HEp-2 cells, RSV-induced CPE inhibition; higher % means a stronger effect | one-dose CPE inhibition, % at 10 µM; IC50 in µM for titrated hits | 0.13% of 310,000 active; in the data active means a potency from the dose series; inconclusive means CPE inhibition mostly from about 23% at the one dose, without a potency; inactive means the rest, 99 in 100 with CPE inhibition below about 21%; further: strong numbers were not always called active
West Nile antiviral = West Nile virus antiviral activity, cell-based, CPE readout (AID 1621); West Nile virus-infected cells, CPE inhibition; higher % means a stronger effect; CPE inhibition, % at 10 µM, or IC50 in µM where a hit was titrated; 0.02% of 290,000 active; in the data active means a potency from the dose series; inconclusive means CPE inhibition mostly from about 3.7% at the one dose, without a potency; inactive means the rest, 99 in 100 with CPE inhibition below about 2.2%; further: strong numbers were not always called active
WT yeast gro inh mutant strain = second read-out of WT yeast gro inh, no call of its own (marks repeat the call); inhibition, %; mitochondrial fusion phenotypic screen, mutant strain inhibition
Dengue-2 NS5 capping pilot replicate = second read-out of Dengue-2 NS5 capping, no call of its own (marks repeat the call); inhibition, %; measured here: pilot screen replicate inhibition
* marks the source's active call; other numbers are inactive results; i = inactive; ? = inconclusive; . = not tested or not shown; [ ] = remark or other dose.

Start of the data: the first two compounds (preview)
SMILES	CSM14.1 death rescue	K1F lysis inhibition	Dengue-2 NS5 capping	XIAP displacement	Yfh1-off respiration	WT yeast gro inh	WT yeast gro inh mutant strain	Large T inhibition	RSV antiviral HEp-2	West Nile antiviral	others
COc1ccccc1NC(=O)c1ccc(NC2=NC3CS(=O)(=O)CC3S2)cc1 (stereo unspecified)	.	0.5%	3%	.	.	.	.	6%	1.8%	0.6%
CCSc1ncc(Cl)c(C(=O)Nc2ccccc2C)n1	.	0.1%	5%	.	.	.	.	-11%	-3.0%	-0.5%

Results, from the first entry:
SMILES	CSM14.1 death rescue	K1F lysis inhibition	Dengue-2 NS5 capping	XIAP displacement	Yfh1-off respiration	WT yeast gro inh	WT yeast gro inh mutant strain	Large T inhibition	RSV antiviral HEp-2	West Nile antiviral	others
COc1ccccc1NC(=O)c1ccc(NC2=NC3CS(=O)(=O)CC3S2)cc1 (stereo unspecified)	.	0.5%	3%	.	.	.	.	6%	1.8%	0.6%
CCSc1ncc(Cl)c(C(=O)Nc2ccccc2C)n1	.	0.1%	5%	.	.	.	.	-11%	-3.0%	-0.5%
CC1(C)NC(=O)N(CCOc2ccc3c(c2)CCC3)C1=O	-2.1%	0.5%	-6%	-12%	i	-6	12	8%	-0.1%	-0.1%
CCOCC(=O)Nc1nnc(C)s1	-0.7%	2.0%	5%	0.3%	i	-10	12	5%	1.2%	0.6%
Cc1ccc(-c2nc3c(c(=O)[nH]c(=O)n3CC(C)C)n2CC(C)C)cc1[N+](=O)[O-]	0.0%	0.1%	-1%	0.8%	i	33	10	17%	12%	0.8%
Cc1ccc(NC(=O)COC(=O)c2ccc3c(c2)NC(=O)C2CCCN32)cc1C (stereo unspecified)	1.3%	.	.	-11%	i	18	12	11%	.	-0.5%
CCC(=O)Nc1ccc(C(=O)NCc2ccccn2)cc1	-0.6%	1.2%	7%	-4.0%	i	4	16	9%	0.7%	0.8%
Cc1onc(-c2c(Cl)cccc2Cl)c1C(=O)NC(=S)Nc1sc2c(c1C(N)=O)CCC(C)C2 (stereo unspecified)	-2.4%	1.0%	-4%	1.2%	i	7	-8	22%	3.2%	-0.2%
COc1cc(/C=N/NC(=S)NCc2ccco2)cc(OC)c1OC	-1.5%	1.2%	-3%	-3.2%	i	3	2	13%	1.0%	0.4%
COc1ccccc1N1CCN(C2CCN(C(=O)c3ccc(F)cc3)CC2)CC1	-1.3%	5.5%	1%	-13%	i	-2	-15	16%	0.4%	-1.0%
CC(C)(C)C(=O)NC(=S)NNC(=O)C(c1ccccc1)c1ccccc1	0.4%	0.7%	-9%	-6.2%	i	-41	-34	16%	-1.7%	0.8%
O=C(CNCc1ccc(Cl)cc1)Nc1ccc(C(=O)N2CCCCCC2)cc1	.	-0.6%	-3%	.	.	.	.	4%	2.3%	-1.3%
Nc1c(N2CCCCC2)c2ccccc2oc1=O	0.0%	0.5%	-4%	0.4%	i	-9	13	14%	1.6%	0.5%
Cc1ccc(C(=O)N/N=C(\CC(C)C)c2ccccc2)cc1	-3.8%	2.0%[50 µM]	-3%	-5.5%	i	16	3	9%	0.7%	-1.6%
CC1CN(C(=O)c2c([N+](=O)[O-])cnn2C)CC(C)O1 (stereo unspecified)	-1.3%	-1.3%	-3%	-6.8%	i	-4	-12	7%	0.5%	-0.4%
O=c1cc(-c2ccccc2Cl)oc2c(NS(=O)(=O)c3cc(Cl)cc(Cl)c3O)ccc(O)c12	-2.3%	-1.8%	?	-20%	i	44	38	8%	-4.0%	-1.1%
CCC1Sc2ccc(S(=O)(=O)Nc3ccc(OC)c(OC)c3)cc2NC1=O (stereo unspecified)	.	-0.1%	9%	.	.	.	.	9%	-1.8%	-0.1%
CCCOc1ccc(CSC2=NCCN2)cc1[N+](=O)[O-]	-1.3%	1.5%	2%	-1.3%	.	5	-4	8%	5.2%	.
CC(C)OC(=O)Cc1nc2sc(-c3ccccc3)cc2c(=O)[nH]1	.	0.1%	0%	.	.	.	.	7%	1.0%	0.0%
COc1ccccc1NC(=O)CCc1nnc2ccc(N3CCC4(CC3)OCCO4)nn12	.	0.3%	-11%	.	.	.	.	7%	0.1%	0.4%
CCOC(=O)Nc1sc2c(c1C(N)=O)CCC(C)C2 (stereo unspecified)	1.0%	0.2%	-4%	-7.0%	i	-12	-19	.	1.8%	0.4%
CCOC(=O)C1CCN(Cc2cc(C(C)C)c(O)c(C(C)C)c2)CC1	1.7%	-1.4%	3%	-7.0%	i	-2	-6	5%	-1.1%	-1.0%
Cc1cc(C)nc(/N=C(\N)N2CCc3ccccc32)n1	-1.6%	0.2%	2%	1.1%	i	-4	-1	9%	-1.6%	0.1%
CCOC(=O)c1cc2c(=O)[nH]ccc2nc1C(F)(F)F	.	0.0%	0%	.	i	.	.	12%	2.2%	-0.7%
Cc1ccc(/C=C/C(=O)c2ccc(O)cc2)cc1	.	0.3%	-7%	.	i	.	.	4%	0.7%	2.0%
CC(C)Nc1nc(NC(C)C)nc(Oc2ccc(=O)n(C)n2)n1	-0.7%	-0.8%	-3%	-7.7%	i	5	9	9%	-2.3%	0.0%
COc1cc(C=O)cc(Cl)c1OC(=O)N1CCOCC1	.	0.0%	1%	.	.	.	.	20%	0.1%	0.8%
CCOC(=O)N1CCN(Cc2nc3cc(NC(=O)c4ccco4)ccc3n2C)CC1	.	0.3%	-5%	.	.	.	.	24%	-0.6%	-0.1%
Cc1ccc(C(=O)Nc2nnc(-c3ccncc3)o2)cc1	-0.7%	-0.1%	-1%	-2.3%	i	6	9	-1%	1.9%	0.7%
COc1ccc(C(C)=O)cc1Cn1nc(C)c([N+](=O)[O-])c1C	0.2%	1.3%	-6%	-3.3%	i	1	-2	4%	2.8%	0.4%
COc1ccc(N(C)C(=O)c2cn(CC(C)C)c(=O)c3cc(OC)c(OC)cc23)c(OC)c1	.	0.0%	-7%	.	.	.	.	1%	0.2%	-0.8%
CCCCN(C(=O)CCC(=O)Nc1cc(C)on1)C(C(=O)NC1CCCC1)c1cccc(OC)c1 (stereo unspecified)	.	1.1%	17%	.	.	.	.	7%	0.6%	-0.9%
CCCC1=C(C(=O)OCC)C(c2cc(Cl)cc(OC)c2OCC(=O)OCC)NC(=O)N1 (stereo unspecified)	-1.6%	2.5%[50 µM]	-7%	-2.5%	i	-22	-4	13%	1.7%	-0.4%
COCCNC(=O)c1cc(-c2cccc(OC)c2)on1	0.8%	1.5%	1%	-4.5%	i	11	-5	-6%	1.1%	0.0%
CCCc1nc2oc(C(=O)OCC)c(N)c2c2c1COC(C)(C)C2	-1.5%	0.0%	-9%	-1.1%	i	-4	2	-4%	0.9%	-1.4%
CCC1=Nc2ccccc2-c2nnc(SC)nc2O1	1.6%	0.6%	2%	1.0%	i	5	17	.	1.1%	0.2%
O=C(O)c1ccccc1/C=N/NC(=S)NC1CCCCC1	.	-0.3%	-5%	.	i	.	.	12%	-0.5%	0.2%
COc1cc(S(=O)(=O)n2cnc3ccccc32)ccc1Br	.	0.3%	6%	.	.	.	.	9%	2.2%	-0.8%	Dengue-2 NS5 capping pilot replicate=0.6
Cc1ccc(N(CC(=O)N2CCN(c3ccc(F)cc3)CC2)S(=O)(=O)c2c(C)noc2C)cc1	.	0.3%	-11%	.	.	.	.	15%	1.1%	-0.8%
Cc1ccc(CCNS(=O)(=O)c2ccc(C)cc2)cc1	-0.6%	0.0%	-11%	-4.0%	i	-4	3	3%	8.2%	-0.4%	Dengue-2 NS5 capping pilot replicate=-7.3
O=C(CSc1nncs1)NCCNC(=O)CSc1nncs1	.	0.4%[50 µM]	-3%	.	.	.	.	15%	4.0%	.
O=C(O)CNC(=S)N(Cc1ccccc1)Cc1ccccc1F	-12%	-1.0%	-7%	-13%	i	-5	20	5%	2.3%	0.3%
COc1ccc(C2=NC(=O)/C(=C\c3cc(OC)c(OC)c(OC)c3)O2)cc1	-2.7%	-0.2%[50 µM]	13%	-3.3%	i	-3	-12	7%	0.9%	-0.5%
CC(C)C(=O)N1CCC2(CC1)Oc1ccc(F)cc1C(=O)C21CC(c2ccc(Cl)cc2)=NO1 (stereo unspecified)	.	1.1%	-9%	.	i	.	.	4%	3.7%	-0.1%
Cn1c(-c2ccccc2Br)n[nH]c1=S	.	-0.1%	-11%	.	i	.	.	.	1.2%	-0.1%
CCOC(=O)n1c(=O)n(Cc2ccc(OC)cc2)c2ccccc21	.	0.2%	-9%	.	.	.	.	5%	-0.4%	0.0%
CCN(CC(=O)NCc1ccccn1)S(=O)(=O)c1ccc(Cl)cc1	-1.2%	1.5%	-3%	-2.7%	i	5	8	0%	3.4%	0.9%
Cc1[nH]c2ccccc2c1C(=O)/C=C/c1ccccc1Cl	-3.2%	3.0%	-3%	-63%	i	-14	16	8%	13%	-0.9%
CCn1cc(/C=C/C(=O)Nc2c(C)nn(Cc3ccccc3C)c2C)cn1	-2.3%	0.9%	4%	-8.5%	i	-14	16	14%	3.4%	-0.9%
COC(=O)C1CSC(C)(C)C(=O)N1 (stereo unspecified)	0.0%	-0.4%	0%	-6.9%	i	0	1	20%	0.7%	-0.2%
CCCOc1ccc(C(=O)Nc2ccc(C)cc2[N+](=O)[O-])cc1	-2.1%	0.3%	1%	-1.7%	i	-1	-2	-2%	0.8%	0.0%
COC(=O)c1ccc(CSc2nc3c(cnn3-c3ccccc3)c(=O)[nH]2)o1	-1.3%	1.8%	-5%	-2.9%	i	37	17	9%	1.1%	0.1%
CCCn1nc(NC(=O)C(C)(C)C)c2cc3cc(OC)ccc3nc21	.	-0.8%[50 µM]	-4%	.	.	.	.	11%	1.8%	0.5%
COc1cccc(N2C(=O)CC(Sc3nc(C)cc(C)n3)C2=O)c1 (stereo unspecified)	.	0.1%	-3%	.	.	.	.	8%	0.3%	0.6%	Dengue-2 NS5 capping pilot replicate=2.1
O=S(=O)(Nc1ncccn1)c1ccc(NC(=S)Nc2ccc(Cl)cc2)cc1	.	0.4%	-8%	.	i	.	.	7%	3.0%	-0.3%
COc1ccccc1-c1noc(CCCC(=O)Nc2ccc(C(N)=O)cc2)n1	.	.	.	.	i	.	.	2%	1.6%	0.0%
C=C(C)c1cccc(C(C)(C)NC(=O)NC(c2ccccc2)c2ccc(OC)cc2)c1 (stereo unspecified)	-1.6%	2.1%	3%	-1.5%	i	13	5	9%	2.5%	-1.1%
O=C(O)c1ccccc1C(=O)NCCCn1ccnc1	.	0.5%	-6%	.	.	.	.	7%	1.6%	-0.2%
